Source: PubChem
FBA Mtb inh: inhibitors of M. tuberculosis fructose-bisphosphate aldolase. P9WQA3. purified M. tuberculosis FBA, fluorescence read-out. inhibition, % at 1 µM. 2.3% of 360,000 active. AID 588726; in the data active = inhibition above about 27%;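 note: 0% = vehicle and 100% = reference inhibitor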
Target sequence (P9WQA3 whole entry, looked up): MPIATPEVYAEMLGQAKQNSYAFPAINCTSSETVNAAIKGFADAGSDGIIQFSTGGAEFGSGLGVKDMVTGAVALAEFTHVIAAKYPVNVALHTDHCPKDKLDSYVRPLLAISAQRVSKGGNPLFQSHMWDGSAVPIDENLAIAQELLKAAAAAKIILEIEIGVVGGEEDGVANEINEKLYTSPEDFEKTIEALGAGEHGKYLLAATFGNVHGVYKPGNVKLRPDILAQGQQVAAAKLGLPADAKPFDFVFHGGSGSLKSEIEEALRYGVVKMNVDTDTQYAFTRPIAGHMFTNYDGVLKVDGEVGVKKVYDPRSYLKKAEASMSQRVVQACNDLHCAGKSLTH
Anthrax LF prot: inhibitors of Bacillus anthracis lethal factor protease. P15917. multiplex microsphere protease cleavage assay, LF. inhibition, % at 10 µM. 0.12% of 360,000 active; note: plate controls were buffer without enzyme for full effect and enzyme alone for no effect
BoNT-F LC inh: BoNT F light chain protease inhibition. 0.22% of 360,000 active. Multiplex microsphere protease cleavage assay, flow cytometry. AID 588497. inhibition, % at 10 µM; in the data active = inhibition above about 35%, passing the limit was not always enough; inconclusive = no clear call, values can overlap the other calls; note: plate controls were buffer without enzyme for full effect and enzyme alone for no effect
Mtb BioA inh: inhibitors of Mycobacterium tuberculosis BioA enzyme; purified M. tuberculosis BioA enzyme, plate reader; inhibition, % at 9.99 µM; 0.096% of 360,000 active; AID 602481; in the data active = inhibition above about 40%; inconclusive = no clear call, values can overlap the other calls
PfHsp40 rescue: compounds rescuing yeast from Plasmodium falciparum HSP40 toxicity | 0.68% of 340,000 active | growth rescue, % at 12.5 µM | S. cerevisiae expressing PfHsp40, growth rescue, ATP luminescence; in the data active = growth rescue above about 28%, passing the limit was not always enough; inconclusive = no clear call, values can overlap the other calls;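 note: yeast W303a lacking pdr1 and pdr3 grown in galactose medium; growth measured after three days at 30 °C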
FadD28 FP inh: M. tuberculosis FadD28 bisubstrate binding inhibition. FadD28 bisubstrate probe binding, fluorescence polarization. inhibition, % at 12.5 µM. 0.22% of 360,000 active. AID 588549; in the data active = inhibition above about 8.5%, passing the limit was not always enough; inconclusive = no clear call, values can overlap the other calls
BoNT-A LC inh2: BoNT A light chain protease inhibition; inhibition, % at 10 µM; 0.17% of 360,000 active; multiplex microsphere protease substrate cleavage, flow cytometry; AID 588499; note: plate controls were buffer without enzyme for full effect and enzyme alone for no effect
Mtb UGM inh: Mtb UDP-galactopyranose mutase inhibition | P9WIQ1 | inhibition, % at 10 µM | 0.06% of 320,000 active | purified UGM, fluorescence polarization probe displacement; in the data active = inhibition above about 10%, passing the limit was not always enough; inconclusive = no clear call, values can overlap the other calls
Target sequence (P9WIQ1 whole entry, looked up): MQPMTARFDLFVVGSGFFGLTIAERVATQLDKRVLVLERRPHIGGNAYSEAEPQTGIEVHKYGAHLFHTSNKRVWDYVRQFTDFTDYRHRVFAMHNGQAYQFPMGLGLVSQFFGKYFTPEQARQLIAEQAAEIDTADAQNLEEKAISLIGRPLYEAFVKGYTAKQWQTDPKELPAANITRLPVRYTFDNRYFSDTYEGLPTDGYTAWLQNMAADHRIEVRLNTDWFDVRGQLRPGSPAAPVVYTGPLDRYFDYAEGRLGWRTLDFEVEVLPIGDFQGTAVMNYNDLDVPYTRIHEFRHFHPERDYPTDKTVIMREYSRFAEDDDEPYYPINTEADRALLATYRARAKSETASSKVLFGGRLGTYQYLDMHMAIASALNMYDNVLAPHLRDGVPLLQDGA
GDH-TPI counter: GDH-TPI coupled enzyme inhibition counter-screen | 1.2% of 360,000 active | inhibition, % at 4.8 µM | GDH-TPI coupled enzyme counterscreen, NADH absorbance; in the data active = inhibition above about 30%;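 note: 0% = DMSO wells and 100% = wells lacking the enzyme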
An asterisk follows results filed as active; u = inconclusive; x = not tested or not shown; + = active, no number; & = joins results of further samples. Cut-off read from the data, not from the text of the source, unless noted: active = inhibition above about 30%; inconclusive = no clear call, values can overlap the other calls; inactive = below that. Compounds as they come (roughly 4.7% active in at least one column).

structure	PfHsp40 rescue	Mtb BioA inh	Anthrax LF prot	FBA Mtb inh	BoNT-F LC inh	GDH-TPI counter	FadD28 FP inh	Mtb UGM inh	BoNT-A LC inh2
Cc1ccccc1N(C(=O)Cn1nnc(-c2cccs2)n1)C(C(=O)NCCC(C)C)c1ccco1 (configuration not stated)	2.1	0.0	-5	3	8	1	-2.4	2.9	0.1
Cc1ccccc1NC(=O)CSc1cn[nH]n1	-0.9	x	-5	-1	-2	-12	x	-0.7	-0.8
O=C(Cc1ccc(S(=O)(=O)N2CCOCC2)s1)N1CCN(c2cccc(C(F)(F)F)c2)CC1	0.5	-0.5	0	-1	2	0	-1.1	-1.1	-0.1
CCCCn1c(CCC(=O)O)nc2cc(S(=O)(=O)N(C)C)ccc21	1.0	x	-9	-3	-4	-18	-1.7	-2.7	-1.2
O=C(N/C(=C\c1ccco1)C(=O)N1CCOCC1)c1ccco1	-0.3	10.0	0	-3	-2	8	-1.5	0.7	-0.4
Cc1cc2cc(CNC(=O)Nc3ccccc3)ccc2[nH]1	-1.0	-0.3	-84	-2	-117	4	-1.0	-0.3	55*
Cc1ccsc1C(=O)NC1CCCN(Cc2ccc(Cl)cc2)C1 (configuration not stated)	-0.4	-0.5	-4	4	-4	-2	-1.1	3.3	-1.8
O=C(Nc1ccccc1)N1CCn2c1nc1ccccc12	2.1	1.7	-2	4	-3	-9	-4.8	0.0	-0.6

In the list so far, three contain a thiophene ring, fused or not:
structure	PfHsp40 rescue	Mtb BioA inh	Anthrax LF prot	FBA Mtb inh	BoNT-F LC inh	GDH-TPI counter	FadD28 FP inh	Mtb UGM inh	BoNT-A LC inh2
Cc1ccccc1N(C(=O)Cn1nnc(-c2cccs2)n1)C(C(=O)NCCC(C)C)c1ccco1 (configuration not stated)	2.1	0.0	-5	3	8	1	-2.4	2.9	0.1
O=C(Cc1ccc(S(=O)(=O)N2CCOCC2)s1)N1CCN(c2cccc(C(F)(F)F)c2)CC1	0.5	-0.5	0	-1	2	0	-1.1	-1.1	-0.1
Cc1ccsc1C(=O)NC1CCCN(Cc2ccc(Cl)cc2)C1 (configuration not stated)	-0.4	-0.5	-4	4	-4	-2	-1.1	3.3	-1.8

More entries follow.
structure	PfHsp40 rescue	Mtb BioA inh	Anthrax LF prot	FBA Mtb inh	BoNT-F LC inh	GDH-TPI counter	FadD28 FP inh	Mtb UGM inh	BoNT-A LC inh2
O=C(C(Cc1ccccc1)n1cccc1)N1CCCCC1 (configuration not stated)	0.6	0.4	-5	6	-6	-5	-3.9	5.1	-0.7
COC(=O)c1[nH]c(C)c(/C(O)=C2\C(=O)C(=O)N(CCN(C)C)C2c2ccco2)c1C (configuration not stated)	-0.6	x	-3	-2	-11	-1	-1.2	0.3	-0.4
CC(C)(C)C1=C[C@@H](CO)C[C@@H](CO)C1	-0.5	-0.8	-4	-1	5	7	-0.3	0.0	-1.0
Cc1cc(S(=O)(=O)NC2CCCC2)ccc1F	-0.1	0.6	0	0	3	-2	-1.4	-0.2	0.0
CC1=C(C(=O)Nc2ccccc2)C(c2coc3ccccc3c2=O)C2=C(CCCC2=O)N1 (configuration not stated)	0.8	x	1	3	22	12	-6.6	0.9	2.6
CCCC(=O)NC(=S)Nc1ccccc1C(F)(F)F	0.5	2.2	1	2	0	1	-4.8	-0.9	-0.2
CC(C)Oc1ccc(/C(O)=C2/C(=O)C(=O)N(CCN(C)C)C2c2cccs2)cc1 (configuration not stated)	0.0	2.9	0	0	3	4	-3.4	4.8	0.6
O=C(O)CCCOc1ccc(Cl)cc1Cl	4.9	-0.6	-4	0	-4	-11	-3.6	x	-0.5
ClC1(Cl)CC1CSc1nnc(-c2ccncc2)o1 (configuration not stated)	1.8	-1.1	2	2	u	0	0.7	-2.9	u
Cn1nccc1C(=O)Oc1ccc(/C=N/NC(=O)c2ccccc2O)cc1	-0.6	x	2	0	-5	18	-0.7	-0.1	0.3
CCCn1c(SCC(=O)NCCc2ccccc2)nnc1-c1cccnc1	1.1	0.3	0	8	-18	-5	-1.5	0.2	-0.5
Nc1nc(-c2ccc(Cl)cc2)nc(-c2ccc(Cl)cc2)n1	-0.8	-1.6	-1	2	-2	-7	-0.5	1.5	-0.3
CCOc1cc2[nH]c(=O)n(CCCN3CCCC3=O)c(=O)c2cc1OCC	0.0	5.7	7	10	5	9	-1.3	0.8	1.2
CCCn1c2c(c(O)c(C(=O)Nc3nccs3)c1=O)CCCC2	1.8	0.2	-2	4	5	5	-1.8	1.3	-0.2
O=C(Nc1ccc2c(c1)OCCO2)N1CCOCC1	-1.6	x	-3	0	-8	0	-2.1	-1.1	-1.9
COC(=O)c1cc2c(=O)c3ccccc3oc2nc1/C=C/N(C)C	-0.2	1.2	-6	32*	26	3	x	-5.3	9.0
CSc1ccc(CN2CCN(CCC(C)C)C(CCO)C2)cc1 (configuration not stated)	0.2	0.3	-3	-3	-3	11	-4.2	2.6	-0.9
CC(=O)Nc1c(C(=O)O)[nH]c2ccccc12	-3.0	1.2	-3	-1	-1	-10	-4.4	-5.0	-0.5
CCC(C)(NC(=O)Cc1c[nH]c2ccccc12)C(=O)NC1CCCCC1 (configuration not stated)	0.1	0.4	-3	-2	-16	-2	-0.5	0.5	-0.3
CCOCCCNc1nc(=S)[nH]c2cc(OC)c(OC)cc12	0.0	1.2	1	4	9	17	-0.4	0.3	0.7
COc1cc(C(=O)NCCN2CCOCC2)cc(OC)c1OC	-0.1	-0.5	2	-2	0	-8	-2.4	-1.5	0.1
O=C(Nc1ccc(-c2n[nH]c(=S)o2)cc1)c1ccccc1	-1.8	0.5	0	2	u	23	-1.8	1.8	-0.9
CC(=O)N1CCN(c2ccccc2NC(=O)COc2ccc(Br)cc2)CC1	0.2	1.7	-4	2	-6	4	0.1	-1.9	-1.1
O=C(c1ccccc1)N1CCSc2sccc2C1=O	-1.0	0.4	-1	1	3	1	0.9	x	-0.4
Nc1nnnn1/N=C/c1ccccc1	-0.4	-2.4	-7	0	-20	12	-0.8	0.4	-0.9
O=C(CSc1nnc(COc2ccccc2)o1)NCCc1ccccc1	-1.2	0.6	-1	-1	-8	7	-0.4	1.7	-0.7
O=S(=O)(c1cccnc1)N1CCn2cccc2C1c1ccccc1F (configuration not stated)	-0.9	-2.9	0	-1	5	3	-5.0	-1.7	-1.2
Cn1c(SCC(=O)N/N=C/c2ccc([N+](=O)[O-])s2)nnc1-c1ccccc1	-0.3	x	-2	-1	-8	13	0.4	5.4	0.8
CC(NC(=O)CN1C(=O)NC2(CCCCCC2)C1=O)c1ccccc1 (configuration not stated)	1.6	-0.3	1	-1	-8	14	-1.7	1.5	0.0
[O-][N+]1=C2CCC/C(=N\O)C2=NC12CCCCC2	1.0	0.4	-1	0	4	4	-0.1	-0.1	0.7
COc1ccccc1-n1cc(CN2CCN(CC(C)C)C(CCO)C2)cn1 (configuration not stated)	1.3	-0.7	-1	-4	8	8	0.7	-0.4	0.3
CCc1c(C)c2cc(Cl)c(O)c(CN3CCCCC3)c2oc1=O	-0.7	0.1	-6	+	-11	2	-3.5	0.5	-0.9
C[C@H](CO)N1C[C@H](C)[C@@H](CN(C)C(=O)Nc2ccccc2F)OCc2cnnn2CCCC1=O	x	-0.3&1.6&-0.1	-4	1	-9	0	-3.5	x	-1.1
COc1ccc(OC(=O)NCCc2ccccc2)cc1	-1.0	-1.1	x	-2	x	3	-1.4	2.0	x
CCOC(=O)N1CCN(c2nc(-c3cccs3)nc3ccccc23)CC1	-0.4	-0.2	4	2	-2	7	-1.4	-0.8	-3.5
COc1ccc(C(=O)N=c2sccn2C)cc1	-1.0	x	3	-3	-2	16	-1.7	1.4	0.3
Cc1cccc(C)c1NC(=O)CSCc1cccc(CSCC(=O)Nc2c(C)cccc2C)n1	-0.7	-0.3	x	0	x	3	0.2	0.0	x
CCCCN(CC)C(=O)CSc1nc2n[nH]c(C)c2c(=N)n1-c1cccc(C)c1	2.3	x	0	0	-2	8	-8.1	1.0	0.0
COc1cccc(NC(=O)Nc2cccnc2)c1	-0.6	10	-1	4	2	2	-1.6	-0.5	-1.2
CCS(=O)(=O)Nc1cc(-c2nc3cccnc3s2)ccc1C	-0.1	-1.8	-8	7	-6	17	-5.2	0.4	0.3
CC(C)NC(=S)NN(c1ccccc1)c1ccccc1	-1.5	-0.7	-2	-1	-7	4	2.0	-1.4	0.8
Cc1ccc(/C=C/c2nc3ccccc3s2)s1	0.5	-0.3	0	-2	-4	17	0.7	0.2	0.7
COc1ccc(C#Cc2ccc3c(c2)O[C@@H](CN(C)C(=O)Nc2cccc(OC)c2)[C@H](C)CN([C@@H](C)CO)S3(=O)=O)cc1	x	-1.9&-2.2	-5	1	-1	20	-0.4	x	-0.2
COc1ccc(-c2cnnn2-c2ccc(NC(=O)/C=C/c3ccc(OC)c(OC)c3)cc2)cc1	-0.2	x	-1	2	4	8	-23	-0.8	-0.4
COc1ccc(N(C(=O)c2ccco2)S(=O)(=O)c2ccccc2)cc1	-1.4	0.7	-4	1	0	8	-2.3	-2.7	1.1
O=C(O)Cn1cc(/C=C2\SC(=O)N(c3ccccc3)C2=O)c2ccccc21	-0.1	-0.8	-3	-1	-1	-5	-0.3	1.6	-0.2
CC(NC(=O)COC(=O)CN1C(=O)c2ccccc2C1=O)c1ccccc1 (configuration not stated)	0.1	0.0	0	2	-2	-5	-3.9	-7.7	2.3
CCOC(=O)c1c(-c2ccccc2)oc2ccc(O)c(CN3CCOCC3)c12	-1.0	1.0	-3	0	4	14	-0.7	-0.3	0.5
CCC(=O)N(Cc1cc2cc(OC)ccc2[nH]c1=O)c1cccc(C)c1	-0.4	x	0	2	2	14	0.4	0.4	-0.2
CCOC(=O)Cn1nnnc1CN(Cc1ccc(OC)cc1)Cc1cc2cc(C)cc(C)c2[nH]c1=O	0.6	-0.3	1	4	5	10	-0.7	0.0	-0.2
Cc1[nH]c2ccccc2c1C(=O)COC(=O)c1c(-c2ccccc2)noc1C	4.8	x	-1	0	0	-2	-0.3	-0.9	0.6
CC(C)(C)n1nnnc1C(c1cc2ccccc2o1)N1CCC2(CC1)C(=O)NCN2c1ccccc1 (configuration not stated)	x	-2.3	-1	-3	1	x	-3.9	x	-0.4
CC(C)(C)OC(=O)NCCCCCNC(=O)c1[nH]cnc1C(=O)Nc1ccccc1	1.9	-0.2	-3	1	-5	1	-8.9	1.2	-0.3
C/C(N)=C(/C#N)C(=O)CSc1nnnn1-c1ccc(C)cc1	0.8	-7.4	-1	0	5	10	-1.1	-1.3	0.6
O=C(CNC(=O)c1cccs1)Nc1cccc(S(=O)(=O)N2CCOCC2)c1	0.7	-1.1	4	0	0	5	0.6	x	6.6
Cc1ccc(-n2ncc3c(=O)n(-c4cccc(C)c4)c(=O)[nH]c32)cc1	x	0.8	4	-3	-2	1	-2.4	x	-0.2

Continuation:
structure	PfHsp40 rescue	Mtb BioA inh	Anthrax LF prot	FBA Mtb inh	BoNT-F LC inh	GDH-TPI counter	FadD28 FP inh	Mtb UGM inh	BoNT-A LC inh2
CCCC[n+]1ccn(C2=C([O-])c3ccccc3C(=O)/C2=N\S(=O)(=O)c2ccccc2)c1	0.0	-0.6	x	-3	x	4	-1.4	0.6	x
CCOC(=O)C1=C(N2CCCCC2)c2cc3c(n2C1=O)CCCC3	1.0	16	-5	-2	-5	17	-1.1	-1.6	0.2
O=C(O)/C=C/c1ccc(S(=O)(=O)Nc2ccc(OCc3ccccc3)cc2)cc1	-0.5	0.6	-4	0	-6	-11	-4.1	0.2	-0.2
COc1ccc(N2CCN(C(=O)c3cccc(NC(=O)c4ccco4)c3)CC2)cc1	0.4	-0.5	-3	-1	2	8	-3.2	3.8	-2.4
NC(=O)C1CCN(C(=O)c2cc(Cl)c3c(c2)OCCO3)CC1	-0.6	-1.4	-11	0	-4	4	0.4	3.5	-0.5
CCc1n(CC(O)COC2CCCCC2)c2ccccc2[n+]1C (configuration not stated)	-0.7	x	0	0	-10	1	-0.3	0.2	-0.2
